Screens (PubChem)
KDM5B inhibitor – KDM5B demethylase inhibition. Q9UGL1. KDM5B demethylase, FDH-coupled NADH fluorescence (FDH is formaldehyde dehydrogenase). Potency, µM (series often up to 57.7 µM), without a hit: top-dose activity change, negative = inhibition, most hits filed as inhibitors. 220,000 compounds, 2.6% hits. AID 1347165; active = well fitted inhibition curve with a large enough effect; inconclusive = small, poorly fitted or top-dose-only effect; inactive = no such curve, though single readings can be large or run the other way; also: 0% is about no effect; nearly all actives have a fitted effect of over 70% in size
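Measured: NADH fluorescence change, 30 min, RT. System: KDM5BΔAP 200 nM final, H3K4me3 peptide, α-KG, Fe(II), ascorbate, NAD⁺ plus FDH, pH 7.5 HEPES. Compounds: titrated, 10 min pre-incubation with enzyme.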
* hit, by the source's call; [ ] = another dose, or the depositor's remark. Potency is read from the fitted curve at half-maximal effect.

Screening Cc1cc(C)c2[nH]c(C(=O)Nc3ccc4c(c3)OCO4)cc2c1 returned KDM5B inhibitor inconclusive.
Cc1ccccc1NC(=O)C1CCN(S(=O)(=O)c2cccc3nonc23)CC1 was read as KDM5B inhibitor inconclusive.
For Cc1cccc(-n2c3nc(=O)[nH]c(=O)c-3cc3ccc(Cl)cc32)c1C the results were KDM5B inhibitor inconclusive.
c1cc2c(cc1Nc1nc(CN3CCOCC3)nc3sc4c(c13)CCCC4)CCC2 was read as KDM5B inhibitor 11.2%.
For Cc1oc2cc3oc(=O)c(CC(=O)N4CCCCC4)c(C)c3cc2c1C the results were KDM5B inhibitor inconclusive.
Screening O=C(NCc1ccccc1-n1ccnc1)C1CC(=O)N(Cc2cccnc2)C1 (stereo not drawn) returned KDM5B inhibitor -11.6%.
`COc1ccc(-c2nc(CS(=O)CC(=O)NCCCOC(C)C)c(C)o2)cc1OC` (stereo not drawn) gave KDM5B inhibitor inconclusive.
`CC(=O)N1CCN(CC(=O)Nc2sc3c(c2C(N)=O)CCCC3)CC1` gave KDM5B inhibitor -3.2%.
`Cc1ccccc1CS(=O)(=O)Cc1ccc(C(=O)NCc2ccc(F)cc2)o1` gave KDM5B inhibitor 6.4%.
Screening CS(=O)(=O)c1ccc(CN2CCOC[C@H]2c2ncc(-c3ccc(Cl)s3)[nH]2)cc1 returned KDM5B inhibitor -11.9%.
CCCC(=O)C1=C(c2cccc(OC)c2)N(C(=O)CCC)n2c(C)nnc2S1 was read as KDM5B inhibitor inconclusive.
Screening CC(C)(C)c1ccc(N=Cc2cccs2)cc1 returned KDM5B inhibitor 24.2%.
Screening Cc1cccc(CN2CCCC(c3nc(C(C)C)no3)CCNC(=O)CC2)c1 (stereo not drawn) returned KDM5B inhibitor -22.9%.
`COCCNC(=O)[C@H]1C[C@H](Oc2ccccc2)CN1C(=O)c1ccco1` gave KDM5B inhibitor 10.2%.
For O=C(Cc1cccs1)Nc1ccc(-c2nc3cc(Cl)ccc3o2)cc1 the results were KDM5B inhibitor -4.4%.
`CC1CCN(C(=O)C2CCN(c3nc4ccccc4nc3OC(C)C)CC2)CC1` gave KDM5B inhibitor inconclusive.
`CC(C)N1CCC(CNC(=O)CCc2c[nH]c3ccccc23)C1` (stereo not drawn) gave KDM5B inhibitor 1.5%.
`COc1cccc(CNC(=O)CCn2ccc3cc(S(=O)(=O)N4CCCC4)ccc32)c1` gave KDM5B inhibitor -7.9%.
CC(=O)N1CCC(Cn2c(C)cnc2C2CC2)CC1 was read as KDM5B inhibitor 5.8%.
`CNc1c(NS(=O)(=O)c2ccc(F)c(C)c2)c(=O)oc2ccccc12` gave KDM5B inhibitor -5.0%.
`Cc1ccc(C(=O)CC(c2ccc(Cl)cc2)S(=O)(=O)c2ccc(C)cc2)cc1` (stereo not drawn) gave KDM5B inhibitor 5.8%.
CC(=O)N1CCn2ncc(C(=O)N3CCOCC3)c2C1 was read as KDM5B inhibitor 8.3%[149 µM].
`O=C(Nc1cnc(-c2ccc(C(F)(F)F)cc2)nc1)C1CCOC1` (stereo not drawn) gave KDM5B inhibitor -12.9%.
For COc1ccc(C2C3=C(CC(C)(C)CC3=O)Nc3ccccc3N2C(=O)C(F)(F)F)cc1OC (stereo not drawn) the results were KDM5B inhibitor 100.3%[activator].
O=C(c1ccccc1)N1CCC(c2n[nH]c(=O)n2-c2ccccc2)CC1 was read as KDM5B inhibitor 0.4%.
`CCN(CC)C(=O)C1CCN(C(=O)c2cnn(-c3ccccc3)c2-n2cccc2)CC1` gave KDM5B inhibitor 12.1%.
`O=C(OCC(=O)N1CCc2ccccc21)c1ccc([N+](=O)[O-])o1` gave KDM5B inhibitor -7.7%.
Screening COc1ccc(/C=C/c2ccc3c(c2)C(=O)N2C[C@@H](NS(C)(=O)=O)C[C@H]2C(=O)N3)cc1 returned KDM5B inhibitor inconclusive.
Screening CC(C)(C)NC(=O)COc1ncnc2c(Cl)cc(Cl)cc12 returned KDM5B inhibitor 22.9%.
Screening Cc1ccc2nc(CO[C@H]3CN(Cc4ccc(C(F)(F)F)cc4)C[C@H]3F)[nH]c2c1 returned KDM5B inhibitor -17.7%[86.2 µM].
Screening CCC1(N2CCN(C(=O)c3cc(F)ccc3Cl)CC2)CCN(C(=O)C(C)C)C1 (stereo not drawn) returned KDM5B inhibitor -22.2%.
For COc1ccc(C(=O)Nc2ccc([C@@H](O)[C@H]3COCC(=O)N3Cc3ccc(F)cc3)cc2)cc1OC the results were KDM5B inhibitor -6.2%.
Screening CCCOc1ccc(-c2nn(-c3ccccc3)cc2C2NC(=O)NC(C)=C2C(=O)OCC)cc1 (stereo not drawn) returned KDM5B inhibitor -6.4%.
O=C(OCC(=O)N1CCCCCC1)c1cnc(Cl)c(Cl)c1 was read as KDM5B inhibitor 31.6%.
`CC(=O)N1c2ccc(S(=O)(=O)NCC3CCC(C(=O)Nc4ccccc4C)CC3)cc2CC1C` (stereo not drawn) gave KDM5B inhibitor -15.9%.
`CCOc1cccc(C(=O)N(Cc2ccc(CC)cc2)C2CCS(=O)(=O)C2)c1` (stereo not drawn) gave KDM5B inhibitor -4.6%.
`CCc1c(C(=O)NC2CCC(C)CC2)csc1C` (stereo not drawn) gave KDM5B inhibitor 18.7%.
Screening Cc1cc(C)cc(NC(=O)CN(C)CC(=O)N(CC(C)C)c2c(N)n(CC(C)C)c(=O)[nH]c2=O)c1 returned KDM5B inhibitor -10.8%.
`O=C(NCCc1ccc(F)cc1)C(=O)NCC(c1cccs1)S(=O)(=O)c1ccccc1` (stereo not drawn) gave KDM5B inhibitor 5.2%.
For Cc1ccccc1C1C2=C(CCCC2=O)Nc2nc(SCc3ccc(C(=O)O)cc3)nn21 (stereo not drawn) the results were KDM5B inhibitor 0.3%.
Screening COc1nc(-c2ccc(OC)c3ncccc23)ncc1F returned KDM5B inhibitor 31.6µM*.
`COc1cccc(C(=O)Nc2ccc3c(c2)CN(Cc2cccc(OC)c2OC)C(=O)C(C)O3)c1` (stereo not drawn) gave KDM5B inhibitor inconclusive.
COc1cc(CN2CCN(Cc3ccc(-n4cccn4)cc3C)CC2CCO)cc(OC)c1 (stereo not drawn) was read as KDM5B inhibitor inconclusive.
O=S(=O)(N[C@H]1[C@H](O)[C@H](O)C[C@@H]1c1ccccc1)c1ccccc1 was read as KDM5B inhibitor 17.9%[86.2 µM].
`CC(C)Oc1ccc(C(=O)NC2CCCC2)cc1` gave KDM5B inhibitor 12.4%.
`COC[C@H]1C[C@@H](NC(=O)C2CCCC2)[C@H](O)[C@@H]1O` gave KDM5B inhibitor 2.7%[115 µM].
Cc1cc2oc(=O)cc(CN3CCN(CCc4ccncc4)CC3)c2cc1C was read as KDM5B inhibitor -2.8%.
For CCc1nnc2c3ccccc3nc(Nc3cc(C)cc(C)c3)n12 the results were KDM5B inhibitor -18.5%.
For CC(NC(=O)c1ccc(N2CCCC2=O)cc1)c1ccccc1Cl (stereo not drawn) the results were KDM5B inhibitor 11.7%.
Screening S=C(NCc1ccccc1)Nc1ccccc1Br returned KDM5B inhibitor 9.5%.
`CCCN(Cc1nnc(-c2ccccc2Cl)o1)C(=O)c1cc(S(=O)(=O)N(C)C)ccc1Cl` gave KDM5B inhibitor 15.9%.
`CC(C)[N+](C)(C)CC#CC(O)(c1ccccc1)c1ccccc1` gave KDM5B inhibitor -4.1%.
Screening CCCOC(=O)C1=C(C)NC2=C(C(=O)CCC2)C1c1cccc(O)c1 (stereo not drawn) returned KDM5B inhibitor inconclusive.
For O=C(Cn1cc(C(=O)c2ccco2)c2ccccc21)Nc1ccccc1C(F)(F)F the results were KDM5B inhibitor -3.4%.
Cc1ccc(CN[C@@H]2CO[C@H](CNC(=O)C3CC3)[C@H]2O)cc1 was read as KDM5B inhibitor -20.7%[86.2 µM].
Screening Cc1nn(C)cc1S(=O)(=O)NCc1ccccc1Cl returned KDM5B inhibitor 2.4%.
CCOC(=O)c1c(C)[nH]c(C(=O)Cn2nnc(-c3ccc(Cl)cc3)n2)c1C was read as KDM5B inhibitor 2.3%.
`CCN(C(=O)Cn1ccn2nc3c(c2c1=O)CCCCC3)c1cccc(C)c1` gave KDM5B inhibitor -20.3%.
`Cc1ccc(S(=O)(=O)N2CCCC(CCC(=O)N3CCOCC3)C2)cc1` (stereo not drawn) gave KDM5B inhibitor -14.7%.
`Cc1ccc(CN(C(=O)c2cccs2)C2CCS(=O)(=O)C2)cc1` (stereo not drawn) gave KDM5B inhibitor -11.1%.
For CCC(C)NC(=O)CSc1nnc(-c2cc(OC)c(OC)c(OC)c2)c(-c2cc(OC)c(OC)c(OC)c2)n1 (stereo not drawn) the results were KDM5B inhibitor 16.2%.
`COc1cccc(NC(=O)c2nc(S(C)(=O)=O)ncc2Cl)c1` gave KDM5B inhibitor inconclusive.
For CN(Cc1ccc(-c2ccccc2)cc1)Cc1ccc(N(C)C)cc1 the results were KDM5B inhibitor inconclusive.
Cc1ccc(S(=O)(=O)N2CCN(C(=O)c3n[nH]c(=O)c4ccccc34)CC2)c(C)c1 was read as KDM5B inhibitor 23.3%.
`CC(OC(=O)c1nn(C(C)C)c(=O)c2ccccc12)C(=O)Nc1ncc(Cl)cc1Cl` (stereo not drawn) gave KDM5B inhibitor -11.7%.
O=C(c1cccn1-c1nnc(N2CCCCC2)s1)N1CCN(c2ccc(Cl)cc2)CC1 was read as KDM5B inhibitor inconclusive.
COC(=O)[C@@H]1Cc2ncn(C)c2CN1S(=O)(=O)Cc1ccccc1 was read as KDM5B inhibitor -28.1%[86.2 µM].
`Cc1cc2oc(C(=O)Nc3ccc(S(=O)(=O)Nc4ncccn4)cc3)cc(=O)c2cc1C` gave KDM5B inhibitor -6.9%.
Cc1ccc(S(=O)(=O)N(C)CC(=O)N/N=C/c2ccc(C)o2)cc1 was read as KDM5B inhibitor -7.2%.
Cc1nc(SCc2cccc(F)c2)c2oc3ccccc3c2n1 was read as KDM5B inhibitor -15.4%.
CCC1CCc2c(sc(NC(=O)COCC(=O)O)c2C(=O)NCc2ccccc2)C1 (stereo not drawn) was read as KDM5B inhibitor 17.2%.
`COc1ccc(NCc2cc3ccc(OC)cc3n(CC(=O)Nc3ccc(C)c(C)c3)c2=O)cc1` gave KDM5B inhibitor inconclusive.
Screening CCOc1ccc(NC(=S)NC(=O)C2CCCC2)cc1 returned KDM5B inhibitor -3.8%.
`CNC(=O)N1C[C@@H](CN(C)C)[C@H](NC(=O)c2cccn2C)C1` gave KDM5B inhibitor 4.7%.
For CC1=C(C(=O)OC(C)(C)C)C(c2ccc(Cl)cc2)N2C(CC(=O)N3CCCC3)=CSC2=N1 (stereo not drawn) the results were KDM5B inhibitor -18.9%.
COc1cccc(C(=O)NC2CCN(c3cc(-c4cccs4)[nH]n3)CC2)c1 was read as KDM5B inhibitor inconclusive.
`FC(F)(F)c1ccc(C2=Nc3ccccc3NC(c3cccs3)=N2)cc1` gave KDM5B inhibitor -15.3%.
Screening O=C(Nc1ccc2ncnc(N3CCCC3)c2c1)c1ccc(OC(F)(F)F)cc1 returned KDM5B inhibitor inconclusive.
Screening O=C1CCCC2=C1C(c1ccc(Cl)c(Cl)c1)c1c([nH]n(-c3ccccc3)c1=O)N2 (stereo not drawn) returned KDM5B inhibitor -6.7%.
`COc1cccc(CC(=O)N2CCC(c3n[nH]c(=O)n3Cc3ccc(F)cc3)CC2)c1` gave KDM5B inhibitor -1.8%.
`Cc1ccccc1NC(=O)c1ccc2nc(Cc3ccccc3)oc2c1` gave KDM5B inhibitor -25.4%.
`CCc1nnc(SCc2ccc(F)cc2Cl)c2cc3sccc3n12` gave KDM5B inhibitor -2.9%.
For Cc1ccc(C2Cn3nnc(C(=O)N4CCC(C(=O)NCc5ccc(F)cc5F)CC4)c3CO2)cc1 (stereo not drawn) the results were KDM5B inhibitor 14.6%.
For Cc1ccccc1CN1Cc2nc(-c3cccc(C(N)=O)c3)ccc2OCC1=O the results were KDM5B inhibitor 31.6µM*.
`CCNC(=O)CSc1cc(C)c2cc(C)cc(C)c2n1` gave KDM5B inhibitor -3.2%.
For COc1ccccc1C(=O)N1CCC(CC(=O)NCc2ccccc2)C1 (stereo not drawn) the results were KDM5B inhibitor 5.4%.
For CC1(C)CC(=O)C2=C(C1)NC(=O)CC2c1ccsc1 (stereo not drawn) the results were KDM5B inhibitor 3.0%.

Molecules listed so far that contain an NH in an aromatic ring (twelve):
Screening Cc1cc(C)c2[nH]c(C(=O)Nc3ccc4c(c3)OCO4)cc2c1 returned KDM5B inhibitor inconclusive.
For Cc1cccc(-n2c3nc(=O)[nH]c(=O)c-3cc3ccc(Cl)cc32)c1C the results were KDM5B inhibitor inconclusive.
Screening CS(=O)(=O)c1ccc(CN2CCOC[C@H]2c2ncc(-c3ccc(Cl)s3)[nH]2)cc1 returned KDM5B inhibitor -11.9%.
`CC(C)N1CCC(CNC(=O)CCc2c[nH]c3ccccc23)C1` (stereo not drawn) gave KDM5B inhibitor 1.5%.
O=C(c1ccccc1)N1CCC(c2n[nH]c(=O)n2-c2ccccc2)CC1 was read as KDM5B inhibitor 0.4%.
Screening Cc1ccc2nc(CO[C@H]3CN(Cc4ccc(C(F)(F)F)cc4)C[C@H]3F)[nH]c2c1 returned KDM5B inhibitor -17.7%[86.2 µM].
Screening Cc1cc(C)cc(NC(=O)CN(C)CC(=O)N(CC(C)C)c2c(N)n(CC(C)C)c(=O)[nH]c2=O)c1 returned KDM5B inhibitor -10.8%.
CCOC(=O)c1c(C)[nH]c(C(=O)Cn2nnc(-c3ccc(Cl)cc3)n2)c1C was read as KDM5B inhibitor 2.3%.
Cc1ccc(S(=O)(=O)N2CCN(C(=O)c3n[nH]c(=O)c4ccccc34)CC2)c(C)c1 was read as KDM5B inhibitor 23.3%.
COc1cccc(C(=O)NC2CCN(c3cc(-c4cccs4)[nH]n3)CC2)c1 was read as KDM5B inhibitor inconclusive.
Screening O=C1CCCC2=C1C(c1ccc(Cl)c(Cl)c1)c1c([nH]n(-c3ccccc3)c1=O)N2 (stereo not drawn) returned KDM5B inhibitor -6.7%.
`COc1cccc(CC(=O)N2CCC(c3n[nH]c(=O)n3Cc3ccc(F)cc3)CC2)c1` gave KDM5B inhibitor -1.8%.

Only part of the results is shown; the hit share may differ from the screen's.
